PMI inhibition = MPI inhibition at elevated mannose 6-phosphate – biochemical, fluorescence intensity, high mannose 6-phosphate, primary screen (AID 1220); recombinant PMI enzyme, coupled fluorescence intensity; higher % means a stronger effect; inhibition, % at 20 µM, or IC50 in µM where a hit was titrated; 190,000 tested, 0.66% active
TNAP activation fold = stimulation of alkaline phosphatase TNAP activity – biochemical, luminescent, no phosphate acceptor, uHTS, primary screen (AID 1001). purified TNAP, luminescent activation assay, no phosphate acceptor; higher activation fold means a stronger effect. one-dose activation fold at 20 µM; EC50 in µM for titrated hits. 200,000 tested, 0.03% active; in the data active means activation fold from about 3, or a potency from the dose series; inactive means the rest, 99 in 100 with activation fold below about 1.6; further: many of its hits are not listed in these tables
XIAP displacement = XIAP antagonists, biochemical, IAP family, fluorescence polarization (AID 1018); 200,000 tested, 0.007% active; displacement, % at 20 µM; hits with a dose series show IC50 in µM; XIAP BIR domain, fluorescence polarization peptide displacement; higher % means a stronger effect; in the data active means displacement above about 50%; further: a part of the inactive calls stands beside numbers as strong as those of hits
Myeloid diff 2 = myeloid differentiation induction; ER-HoxA9 myeloid progenitors, lysozyme-GFP differentiation, flow cytometry; calls only at 10 µM; 360,000 tested, 1% active;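 active means normalized GFP-positive differentiation at or above the plate's own cutoff, the solvent-only control mean plus 3 SD; inconclusive means no clear call, values can overlap the other calls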;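 further: cells exposed to compound for four days before flow analysis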
LYP inhibition = PTPN22 lymphoid phosphatase activity blockers – biochemical, fluorescence intensity, uHTS (AID 1779); 290,000 tested, 0.054% active; recombinant LYP phosphatase, fluorescence intensity; higher % means a stronger effect; inhibition, % at 11.5 µM; hits with a dose series show IC50 in µM;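 further: plate controls were vehicle with enzyme for no effect and no enzyme for full effect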
M1AAP inhibition = malaria alanyl aminopeptidase activity blockers – biochemical, fluorogenic H-Leu-NHMec substrate, 1536-well (AID 1445); recombinant M1AAP, H-Leu-NHMec fluorogenic kinetic assay; higher % means a stronger effect; inhibition, % at 30 µM; hits with a dose series show IC50 in µM; 220,000 tested, 0.42% active;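 active means primary inhibition above the hit cutoff, then over 50% inhibition at one or more dose response concentrations, cut at about 23% in these data, passing the limit was not always enough; inconclusive means conflicting primary data, or primary hits not chosen for dose response; inactive means low primary inhibition, or under 50% at every dose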;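 further: plate controls were DMSO full reaction for no effect and no enzyme background for full effect; strong numbers were not always called active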
PMI inhibitors = inhibitors of human PMI, primary screen, biochemical, fluorescence intensity, coupled assay (AID 1209) | purified PMI enzyme, coupled fluorescence intensity; higher % means a stronger effect | 190,000 tested, 0.42% active | inhibition, % at 20 µM, or IC50 in µM where a hit was titrated;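 further: plate controls were DMSO vehicle for no effect and wells lacking substrate for full effect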
CSM14.1 death rescue = protection against thapsigargin-triggered cell killing – 384-well, CSM14.1, ATP luminescence, primary screen (AID 1222); CSM14.1 thapsigargin-induced death rescue, ATP luminescence; higher % means a stronger effect; cellular ATP content (survival), % at 20 µM, or EC50 in µM where a hit was titrated; 190,000 tested, under 10 active;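 active means EC50 below 50 µM in the dose-response confirmation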;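 further: death triggered by thapsigargin at about 15 µM added after 2 h compound pretreatment; cell ATP read after overnight thapsigargin exposure of roughly 18 to 22 hours; normalized against plate controls of thapsigargin alone and 5% DMSO vehicle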
M17LAP inhibition = P. falciparum M17LAP inhibitors, primary screen, biochemical, fluorogenic H-Leu-NHMec substrate, 1536-well (AID 1619). recombinant M17LAP, H-Leu-NHMec fluorogenic kinetic assay; higher % means a stronger effect. one-dose inhibition, % at 30 µM; IC50 in µM for titrated hits. 220,000 tested, 0.38% active;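 active means compound inhibiting the enzyme by more than half at any dose during confirmatory dose-response retesting; inconclusive means strong single-dose inhibitors picked by rank but not retested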;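 further: plate controls were full reaction with DMSO carrier for no effect and no enzyme background for full effect; strong numbers were not always called active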
Myeloid diff 2 GFP+ MAC1+ % = also measured in Myeloid diff 2; calls as there; GFP+ MAC1+ double positive, %; measured here: differentiation confirmed by MAC1 staining
* marks the source's active call; other numbers are inactive results; i = inactive; ? = inconclusive; / = not tested or not shown. Unless noted, no stated cut-off is given here; in the data, active means inhibition above about 50%; inactive means the rest.

mol | PMI inhibition | TNAP activation fold | XIAP displacement | Myeloid diff 2 | Myeloid diff 2 GFP+ MAC1+ % | LYP inhibition | M1AAP inhibition | PMI inhibitors | CSM14.1 death rescue | M17LAP inhibition
Cc1nnc(SCc2ccc(CC(=O)O)cc2)o1 | 0% | 1.1 | -2.0% | i | 0.3 | -8% | 5% | -3% | 1.0% | 1%
CC1(C)Nc2ccccc2N(Cc2ccc([N+](=O)[O-])cc2)C1=O | -14% | 1 | -0.8% | i | 0.2 | -6% | 2% | -15% | -0.2% | -3%
CC(=O)Nc1cccc(NC(=O)CSc2nc(C)c(C)c(C)c2C#N)c1 | -7% | 1.1 | -11% | i | 0.4 | -7% | -5% | 6% | -1.4% | -12%
O=C(CN1C(=O)C2C3C=CC(C3)C2C1=O)Nc1cccc(S(=O)(=O)N2CCCC2)c1 (stereo not drawn) | -4% | 1.1 | -1.7% | i | 0.9 | -2% | 7% | -10% | 5.7% | -1%
O=[N+]([O-])c1ccccc1N/N=C/c1c[nH]c2ccccc12 | 4% | 0.8 | -18% | i | 1.2 | 1% | 21% | 7% | -0.8% | 23%
CCN(CC)C(=O)c1cn(CCC#N)nc1-c1ccc2c(c1)OCCO2 | -7% | 1.1 | -2.1% | i | 0.9 | -3% | -3% | -8% | -1.5% | -7%
COc1cccc(C(=O)Nc2sc3c(c2C#N)CCN(C(C)=O)C3)c1 | 33% | 1.1 | -6.0% | i | 0.0 | -6% | 11% | 36% | -0.6% | 21%
CCOCCCNC(=O)C(NC(=O)c1ccc(=O)[nH]c1)c1ccc(C)cc1 (stereo not drawn) | 2% | 1 | -3.1% | i | 2.7 | -8% | 8% | -11% | -0.8% | 10%
O=C(CSCC(=O)N1CCCCC1)Nc1nc(-c2ccccc2)c(-c2ccccc2)s1 | 7% | 1 | -9.6% | i | 4.0 | 2% | 1% | 6% | -1.6% | 17%
c1coc(C2=Nc3cccc4cccc(c34)N2)c1 | 64%* | 1 | 6.5% | i | 0.8 | -2% | 7% | 26% | 4.6% | 18%
Fc1ccc(CO/N=C2\CCCc3nonc32)cc1 | 2% | 1.2 | -10% | i | 0.3 | 1% | 2% | 1% | 0.4% | -3%
CSc1nnc(-c2ccccc2)c(-c2ccccc2)n1 | / | / | / | i | 0.4 | -5% | 4% | / | / | -4%
CCC(C)(C)n1nnnc1C(c1ccc(F)cc1)N1CCC(C(N)=O)CC1 (stereo not drawn) | 3% | 1 | -7.5% | i | 1.6 | -6% | -4% | 3% | -1.0% | -13%
O=C(NCc1ccccc1)C12CC3CC(CC(C3)C1)C2 | -9% | 0.9 | -1.4% | i | 0.6 | -6% | -3% | 2% | 1.7% | -3%
CCCC(=O)Nc1nnc(Sc2ccc(N(C)C)cc2)s1 | 14% | 1.1 | -0.7% | i | 0.4 | 1% | -9% | 10% | / | -10%
Cc1ccc(C)c(Nc2nc(N)c3ccccc3n2)c1 | 1% | 1.2 | -7.1% | i | 0.1 | -3% | 5% | -5% | -3.9% | 8%
Cc1cc(C)n(C(=O)CCCC(=O)n2nc(C)cc2C)n1 | -8% | 1 | -5.8% | i | 1.1 | -7% | 2% | -8% | -0.5% | 9%
O=C1C(Nc2ccccc2)=C/C(=N/S(=O)(=O)c2cccs2)c2ccccc21 | 41% | 0.8 | -12% | ? | / | 8% | 9% | -17% | -3.1% | -6%
O=C(NCc1ccc(-c2csnn2)cc1)c1cccs1 | / | / | / | i | 0.4 | -4% | 1% | / | / | -6%
CC(NC(=O)c1ccc(N(C)C)cc1)C(c1cccs1)N1CCN(C)CC1 (stereo not drawn) | 12% | 1.1 | -3.2% | i | 1.2 | 2% | -3% | 11% | / | 15%
CC1CCN(C(=O)C2CCN(S(=O)(=O)c3cnc[nH]3)CC2)CC1 | 13% | 1.1 | -2.1% | i | 0.3 | -2% | -3% | 15% | / | -1%
COC(=O)CC1=NN(c2ccc(OC)cc2)C(=O)C1 | -17% | 1.1 | -8.5% | i | 0.0 | -10% | 3% | -14% | -2.7% | 1%
Cc1sc2ncnc(SCC(=O)N3CCCC3=O)c2c1C | 14% | 1.1 | -4.2% | i | 0.8 | -3% | 13% | 8% | 0.6% | -4%
CS(=O)(=O)N1CCN(C(=O)NC23CC4CC(CC(C4)C2)C3)CC1 | 6% | 1.1 | -8.2% | i | 0.9 | -3% | 2% | 10% | 4.7% | 4%
COc1nnc(-c2ccc(C(=O)N3C[C@@H]4C[C@H](C3)c3cccc(=O)n3C4)cc2)c2ccccc12 | -10% | 1.1 | -2.5% | i | 1.1 | -1% | 5% | -15% | 2.6% | 2%
CCO/C(=C/c1sc2ccc(OC)cc2[n+]1CCCS(=O)(=O)[O-])CC | 11% | 1.2 | -6.5% | i | 1.2 | 0% | 10% | 7% | 0.2% | -130%
CC(C(=O)NC1CC1)c1ncc(C(F)(F)F)cc1Cl (stereo not drawn) | 2% | 1.1 | 13% | i | 0.3 | -9% | -2% | 3% | -0.8% | -2%
CN1CCN(CCC(=O)Nc2cccc(F)c2)CC1 | -2% | 1.2 | -1.8% | i | 2.5 | -5% | -5% | -1% | -0.3% | -10%
Cc1ccccc1OCCCC(=O)Nc1nncs1 | 2% | 1 | -14% | i | 0.4 | -12% | -4% | -2% | 0.0% | 9%
CCN(CC)CCOc1nc(C)nc2c1oc1ccccc12 | -7% | 1.1 | -4.8% | i | 0.6 | -2% | 0% | 0% | 1.1% | 5%
O=C(Cn1ncc(Cl)c(Cl)c1=O)NC1CCS(=O)(=O)C1 (stereo not drawn) | / | / | / | i | 0.6 | 3% | -6% | / | / | -12%
Cn1nnnc1SCC(=O)NCc1cccs1 | 0% | 1.1 | 3.5% | i | 0.5 | -1% | -5% | -6% | -0.9% | 6%
O=C(Nc1ccccc1Br)C(=O)N1CCCC1 | -7% | 1.1 | -5.2% | i | 1.0 | -6% | 9% | 8% | -1.3% | -2%
Cc1ccc(Cl)cc1N1CCN(C(=O)c2ccc3nc[nH]c3c2)CC1 | 7% | 1.1 | -2.4% | i | 2.2 | 4% | 4% | 0% | 9.7% | 3%
Cn1c(=O)c2c(nc(OCC3COC(C)(C)O3)n2Cc2ccccc2F)n(C)c1=O (stereo not drawn) | 5% | 0.9 | -2.2% | i | 0.9 | 0% | 3% | 0% | 0.9% | 4%
COc1cccc(OC)c1CN(C)C(=O)c1cnccc1C(F)(F)F | / | / | / | i | 0.2 | -3% | 8% | / | / | 6%
O=C(NNC(=O)c1sccc1-n1cccc1)Nc1ccccc1 | -4% | 1.1 | -5.7% | i | 1.0 | -3% | 0% | 2% | -1.3% | 1%
CCn1cnc2cc(NCc3cccs3)ccc21 | 27% | 1 | -7.6% | i | 0.2 | -3% | 8% | 7% | 2.0% | 32%
Cc1csc(NC(=O)CS(=O)(=O)Cc2ccccc2)n1 | 2% | 1.1 | -6.4% | i | 0.0 | -3% | 4% | 0% | -1.1% | 2%
O=C(O)c1cc(NS(=O)(=O)c2ccc(N3CCCCC3)c([N+](=O)[O-])c2)cc(C(=O)O)c1 | 6% | 1 | -1.4% | i | 0.7 | 6% | 8% | 12% | -0.4% | 38%
CCn1nc(C)c(NC(=O)CC23CC4CC(CC(C4)C2)C3)c1C | 2% | 1 | 0.5% | i | 0.6 | -2% | 3% | -6% | 14% | -3%
Cc1ccc(/C=N/NC(=O)c2ccc3c(c2)OCCO3)s1 | / | / | / | i | 0.1 | -5% | 7% | / | / | 4%
O=C(NCc1ccccn1)c1cc(-c2ccccc2)nc2ccccc12 | 0% | 1.3 | 3.7% | i | 1.0 | 5% | 13% | 10% | -2.5% | 2%
COc1cc([N+](=O)[O-])ccc1NC(=O)CN(C)C | -2% | 1 | -2.4% | i | 1.9 | 6% | 10% | 8% | -0.9% | 8%
Cc1ccc2nsnc2c1S(=O)(=O)NCc1cccnc1 | -4% | 1 | -5.0% | i | 2.0 | -4% | -2% | 4% | -2.9% | 3%
Fc1ccccc1OCCCCSc1ncccn1 | -2% | 1.1 | -12% | i | 2.3 | -3% | 1% | -3% | 3.0% | 4%
CCC(=O)N1c2ccc(S(=O)(=O)N(CCO)Cc3ccccc3)cc2CC1C (stereo not drawn) | -3% | 1.1 | -3.7% | i | 1.1 | -3% | 13% | 11% | 6.1% | -1%
COc1cccc(-c2nc(CS(=O)(=O)CC(=O)N3CCN(C4CCCCC4)CC3)c(C)o2)c1 | 10% | 1.1 | -2.4% | i | 3.7 | -5% | -1% | 10% | / | -3%
Cn1nc([N+](=O)[O-])nc1N1CCN(c2ccc(F)cc2)CC1 | -3% | 1.1 | -8.9% | i | 6.2 | -8% | 7% | 1% | 4.2% | 6%
Cc1ccc(C(O)P(=O)(OC(C)C)c2ccc(N(C)C)cc2)cc1 (stereo not drawn) | / | / | / | i | 0.5 | -6% | 6% | / | / | -7%
CCOC(=O)COc1ccc2c(c1)C(=O)CC(C)(c1cccnc1)O2 (stereo not drawn) | -2% | 1.1 | -2.6% | i | 4.6 | -11% | 8% | -7% | -1.6% | -241%
O=C1CC(N2CCN(c3ccc(C(=O)c4ccc(F)cc4)cc3)CC2)C(=O)N1 (stereo not drawn) | 4% | 1 | 4.0% | i | 0.8 | -1% | 10% | 11% | 1.2% | 30%
COc1cc2c3c(c1)C1(C(=O)N3C(C)(C)C=C2C)C(C#N)=C(N)Oc2cc(C)oc(=O)c21 (stereo not drawn) | 15% | 1.1 | -3.0% | i | 0.9 | -4% | 18% | 11% | 0.9% | -8%
COc1cccc(CC2(CO)CCN(Cc3cnc(-c4cccc(C)c4)nc3)CC2)c1 | 15% | 1.1 | -3.5% | i | 0.4 | -7% | 11% | 18% | -1.3% | 0%
COc1ccc(NC(=S)N2CCC(N(C)CCN3CCOCC3)CC2)cc1 | -3% | 1 | -9.6% | i | 0.6 | -4% | 7% | 2% | 2.1% | 12%
CCOC(=O)C1CCN(CC(=O)Nc2ccc(OC)c(Cl)c2)CC1 | 0% | 1.1 | -6.1% | i | 0.2 | -2% | 8% | -8% | -0.8% | 15%
CCCn1c(SCC(=O)NCCc2ccc(OC)c(OC)c2)nc2c1c(=O)n(C)c(=O)n2C | 0% | 1.1 | -0.3% | i | 6.8 | -1% | 4% | 1% | -2.0% | -1%

Assay outcomes as filed in PubChem.
